# ERK EGF block – EGF-driven ERK pathway inhibition. hit rate 0.41% among 130,000. Potency, µM (series often up to 11.5 µM), inactives show top-dose activity change, negative = inhibition, most hits filed as inhibitors. HEK293-V1b, EGF-stimulated phospho-ERK AlphaScreen; active = well fitted inhibition curve with a large enough effect; inconclusive = small, poorly fitted or top-dose-only effect, or effect the other way;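 note: plate controls were stimulated vehicle wells for no effect and unstimulated vehicle basal for full effect; nearly all actives have a fitted effect of over 55% in size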
#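 Homogeneous cell-based phospho-ERK assay: HEK293/V1b cells in 1% FBS, compound 30 min then EGF 5 min, AlphaScreen luminescence. Activity normalized between DMSO and 25 nM EGF controls; AC50 from Hill modelling.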
# Numbers without * were called inactive; ? = inconclusive; [ ] = another dose, or the depositor's remark. Potency is the fitted concentration of half-maximal effect.
# The first two compounds, ahead of the listing:
SMILES	ERK EGF block
O=C1C2CC=CCC2C(=O)N1Cc1nnc(-c2ccc(Cl)cc2)o1 (centres undefined)	-4%
Cc1oc(S(=O)(=O)N(C)C)cc1C(=O)Nc1ccc(Cl)cc1	6%[57.5 µM]

# This part in full, previewed entries included:
SMILES	ERK EGF block
O=C1C2CC=CCC2C(=O)N1Cc1nnc(-c2ccc(Cl)cc2)o1 (centres undefined)	-4%
Cc1oc(S(=O)(=O)N(C)C)cc1C(=O)Nc1ccc(Cl)cc1	6%[57.5 µM]
CCc1ccc(C(CNC(=O)c2ccc3c(=O)n(-c4ccccc4F)c(=S)[nH]c3c2)N(C)C)cc1 (centres undefined)	11%
O=C(Nc1ccc(F)cc1)NC1CCN(Cc2nnnn2Cc2ccco2)CC1	-2%
O=C(N/N=C/C(Br)=C\c1ccccc1)c1ccc2nc[nH]c2c1	1%
COC(=O)CNC(=O)[C@@]1(C)C=C[C@@H](Cc2ccccc2)N1C(C)=O	13%
CCCCCC#CC[C@@H](O)/C=C/C=C/C=C\[C@@H](O)CCCC(=O)O	-23%
O=C(OCC(=O)N1CCCC1)c1cc(Br)ccc1Cl	2%
CCOC(=O)c1[nH]c(C)c(C(=O)N2CCc3c([nH]c4ccccc34)C2c2ccccn2)c1C (centres undefined)	-14%
COC(=O)c1c(C)nn(-c2ccc(OC(F)(F)F)cc2)c1-c1snnc1C	?
COc1ccc(-n2c(SC(C)C(=O)Nc3ncc(Cl)cc3Cl)nc3ccccc32)cc1 (centres undefined)	-1%
CCOC(=O)CN(C(=O)CNC(=O)c1cccs1)C(C(=O)NC1CCCCC1)c1cccs1 (centres undefined)	2%
CC(Oc1ccccc1)C(=O)NNC(=O)c1ccccn1 (centres undefined)	10%
C(=C\c1ccc(/C=C/c2ccccc2)nn1)/c1ccccc1	7%[57.5 µM]
C/C(=N\NC(=O)c1ccc2nc[nH]c2c1)c1ccc([N+](=O)[O-])cc1	26%[57.5 µM]
CC(CC(=O)O)CC(=O)Nc1ccc(Br)cc1 (centres undefined)	1%[57.5 µM]
CC(C)=CCN1CCN(CCC2=C(C)CCCC2(C)C)CC1CCO (centres undefined)	-13%[57.5 µM]
CCCn1c(-c2ccc(F)cc2)nc2c(NC(C)CCCN(CC)CC)nc(C)nc21 (centres undefined)	6%
O=c1c2ccccc2nc2sc3ccccc3n12	-11%
COC(=O)C(O)(CC(=O)Nc1ccc(Cl)cc1Cl)C(F)(F)F (centres undefined)	-7%
COC(=O)C1=NNC2C(=O)N(C3CCCCC3)C(=O)C12 (centres undefined)	-4%
O=C1c2cccnc2C(=O)N1Cc1ccccc1	1%
COC(=O)[C@@]1(Cc2ccc(OC)cc2)[C@H]2c3cc(C(=O)N(C)C)n(CCO)c3C[C@H]2CN1C(=O)c1ccccc1	-2%
O=C(NCc1ccc(Cl)cc1)c1csc(-c2cccnc2)n1	-11%[57.5 µM]
CC(C)CC(=O)NC(=S)Nc1ccc(N2CCOCC2)cc1	0%
C/C(NCCN1CCOCC1)=C(\C#N)C(N)=O	-5%
CC(C)(C)C(=O)Nc1sc2c(c1C#N)CCCCC2	10%
CC1(C)C(=O)Nc2ccccc2N1C(=O)COc1cccnc1[N+](=O)[O-]	0%
FC(F)Sc1ccc(-n2cc(-c3ccc(Cl)cc3)[n+]3c2CCC3)cc1	8%
CC(CO)(CO)NC(=O)c1ccc(=O)[nH]n1	4%[57.5 µM]
O=C(Nc1ccc2c(c1)OCCO2)N1CCN(Cc2ccccc2)CC1	6%
Fc1ccc(CSc2ccc(-c3ccc4c(c3)OCO4)nn2)cc1	4%
CC(=O)NCCCC(=O)NNC1CC(=O)N(c2cccc(Cl)c2)C1=O (centres undefined)	-5%[57.5 µM]
O=C(CSc1nnnn1-c1cccc(C(=O)O)c1)NC(c1ccccc1)c1ccccc1	-5%
CC(NC(=O)c1cc(COc2c(F)cccc2F)on1)c1cnn(-c2ccccc2)c1 (centres undefined)	-16%
COC(=O)C1=C(C)NC(=S)NC1/C=C/c1ccccc1 (centres undefined)	-5%
Cc1sc(Cc2nc(O)cs2)nc1-c1ccccc1	-4%
Brc1ccc2c(c1)c1cc(Br)ccc1n2CC1CO1 (centres undefined)	7%
CC(C)N(Cc1cnn(C)c1)Cc1nc(COc2ccccc2)no1	-4%
Cc1c(NC(=S)N/C(=N/S(=O)(=O)c2ccc(Cl)cc2)c2ccccc2)c(=O)n(-c2ccccc2)n1C	-8%[57.5 µM]
COc1ccc(OC)c(NC(=O)CC2SC(=Nc3ccc(F)cc3)N(CCC3=CCCCC3)C2=O)c1 (centres undefined)	3%
Nc1c(C(=O)NCc2ccc3c(c2)OCO3)nnn1Cc1cccc(F)c1	-4%[57.5 µM]
O=C(Cc1csc(-c2ccccc2)n1)NCc1ccccc1F	2%
COc1ccc(CC(=O)NN2C(=O)c3ccccc3C2=O)cc1	9%
O=C(c1ccco1)N1CCN(S(=O)(=O)Cc2ccccc2Cl)CC1	-5%
CCCCCN1C=CC(=C2C(=O)c3ccccc3C2=O)C=C1	3%
COC(=O)c1ccc(C(=O)NN)cc1	-2%[57.5 µM]
COC(=O)c1c(-c2ccc(C)cc2)csc1NC(=O)c1c(-c2ccccc2)noc1C	-7%
O=C(Nc1cccc(S(=O)(=O)N2CCOCC2)c1)[C@@H]1CCCN1S(=O)(=O)c1ccc(Cl)cc1	23%
Cc1ccc(Cc2nc(-c3cccnc3)no2)cc1	6%
O=C(Nc1nc2ccccc2c(=O)s1)c1ccco1	7%[57.5 µM]
CCOC(=O)CNC(=S)N(CCCN1CCCC1)Cc1cccs1	2%[57.5 µM]
N#C/C(=C\Nc1ccc(Cl)cn1)S(=O)(=O)c1ccccn1	-2%[57.5 µM]
CCN(CC)S(=O)(=O)c1ccc(OC)c(NC(=S)Nc2ccc(C)c(C)c2)c1	-2%
CCn1c(SCC(=O)c2ccc(NC(C)=O)c(OC)c2)nnc1-c1ccc(NS(C)(=O)=O)cc1	1%
O=S(=O)(CCn1cccc1)CCn1cccc1	7%
Cc1ccccc1NC(=O)c1nn(-c2ccc(F)c(F)c2)ccc1=O	-4%
O=C1NC[C@H](Cc2ccccc2)N(CC2CCCCC2)C1=O	-2%[57.5 µM]
O=C(Cn1nnc2ccccc21)OCC(=O)c1ccc(Cl)cc1	-4%[57.5 µM]
CCOc1cc(/C=N/N=C2/NC(=O)C(CC(=O)O)S2)ccc1OCc1ccccc1Cl (centres undefined)	-3%

# (list continues)
SMILES	ERK EGF block
Cc1ccc2c(c1)c1nnc(SCC(=O)N3CCCc4ccccc43)nc1n2CC(=O)O	-6%
CCN(CC)CCCNC(=O)c1ccc2c(=O)n(Cc3ccc4c(c3)OCO4)c(=S)[nH]c2c1	-5%
O=C(CS(=O)(=O)c1ccc2ccccc2c1)Nc1ccccc1Cl	-16%
Cc1ccc(S(=O)(=O)Oc2ccc(/C=N/N=C3/NC(=O)C(CC(=O)O)S3)cc2)cc1 (centres undefined)	9%
C[C@@]12CCC(OC(=O)c3ccccc3)CC1CCc1ccccc12 (some centres undefined)	26%
Cc1ccc(NC(=O)CCc2nc3ccccc3[nH]2)cc1C	-5%[57.5 µM]
CCNC(=S)NNC(=O)c1cc(-c2cccnc2)nc2ccccc12	-9%
COCCn1c(=O)[nH]c2cc(C(=O)NCCN3CCN(c4ccc(OC)cc4)CC3)ccc2c1=O	3%
O=[N+]([O-])c1ccc(N/N=C/c2sc(N3CCOCC3)nc2-c2ccccc2)c(S(=O)(=O)Nc2ccc(Cl)cc2)c1	?
Cc1cccc(C)c1NC(=O)NC1(C(=O)NCCN2CCOCC2)CCCCC1	-4%
COc1ccc(N2C(=O)/C(=C\c3ccco3)N=C2SCC(=O)NC(C)C)cc1Cl	6%
COc1cc(O)c(C(CC(=O)N2CCOCC2)c2cc(OC)c(OC)c(OC)c2)c(OC)c1 (centres undefined)	1%[57.5 µM]
O=C(O)C1CC=CCC1C(=O)NCCCCc1ccccc1 (centres undefined)	-7%
CCC(=O)O/N=C(\N)c1ccc(Oc2cc(C)c(Cl)c(C)c2)c([N+](=O)[O-])c1	-5%[57.5 µM]
O=C(CNC(=O)c1cccc(F)c1)N/N=C/c1cc(Br)ccc1OC(=O)/C=C/c1ccco1	-3%
CCOC(=O)C(C)(C)N(Cc1ccc(C)cc1)S(=O)(=O)c1ccc(Cl)c([N+](=O)[O-])c1	13%
Cc1ccc(N2CCN(C(=S)c3ccc(-c4cccc([N+](=O)[O-])c4)o3)CC2)cc1	?
Cc1cccc2cc3c(N)c(C(=O)N4CCc5ccccc54)sc3nc12	-3%
CCCC(=O)Nc1nnc(SCC(=O)N2CCN(c3ccccc3)CC2)s1	-5%[57.5 µM]
N#Cc1ccc(C23CC4(C2)[C@H](CN(CC2CCCCC2)[C@@H]4c2ccccc2)C3c2ccccc2)cc1 (some centres undefined)	-10%
CN[C@H]1[C@@H](O[C@@H]2[C@H](O[C@@H]3[C@@H](O)[C@@H](O)[C@@H](N=C(N)N)[C@@H](O)[C@@H]3N=C(N)N)O[C@H](C)[C@@]2(O)C=O)O[C@@H](CO)[C@@H](O)[C@H]1O	14%[25.7 µM]
O=C(NCc1cccnc1)C(=O)NCC(c1ccco1)N1CCN(c2ccc(F)cc2)CC1 (centres undefined)	25%
CC(C)(C)c1ccc(Oc2ncccc2NC(=O)c2cccs2)cc1	-3%[57.5 µM]
COc1cc(OC)cc(C(=O)N[C@H](C(=O)Nc2nc3ccccc3[nH]2)C(C)C)c1	-1%
COc1ccc(-n2nc(C(=O)NCc3cc(OC)ccc3OC)c3c4ccccc4n(C)c3c2=O)cc1	5%[57.5 µM]
O=C(Cn1nnc2ccccc21)N/N=C/c1ccco1	8%
C/C(=N\O)C(C)(C)Nc1cccc(Br)c1	-14%[57.5 µM]
O=C(Nc1ccc(-c2nc3ccccc3c(=O)o2)cc1)c1ccco1	3%
Cc1ccc(-c2nc3n(n2)Cc2ccccc2-3)cc1	9%
CC(C)(C)NC(=O)NCc1cccnc1	-13%[57.5 µM]
COc1ccc(NC(=O)CCC(=O)N/N=C/c2cn(C)nc2C)cc1	15%[57.5 µM]
CC(C)Cn1c(N)c(C(=O)COC(=O)/C=C/c2cccs2)c(=O)n(C)c1=O	7%[57.5 µM]
Cc1cccc(OCCCN2C(=O)C(=O)c3cc(C)ccc32)c1	11%
O=C(Oc1cc(=O)oc2ccccc12)c1ccccc1	-6%[57.5 µM]
CCOc1ccc(S(=O)(=O)NC2CCCCCC2)cc1	-3%
O=C(COc1ccccc1)NCCSCc1ccccc1Cl	-13%
COc1ccccc1NS(=O)(=O)c1cc(NC(=O)c2ccccc2F)ccc1N1CCOCC1	-1%
O=C(CSc1ccccc1)NCc1ccc(F)cc1	-10%
O=C(N/N=C/c1sc(N2CCOCC2)nc1-c1ccccc1)c1ccc(O)cc1	?
CCNC(=S)Nc1ccc(-c2nc3ccccc3[nH]2)cc1	-6%[57.5 µM]
Brc1ccccc1OCCCN1CCCCCC1	-6%[57.5 µM]
O=C(NC(=O)c1cc(OCC(F)(F)F)ccc1OCC(F)(F)F)Nc1ccccc1	0%[57.5 µM]
O=C(NNC(=S)Nc1ccccc1)c1ccc2ncccc2c1	-1%
O=C(NC(=S)NCC1CCCO1)c1ccc([N+](=O)[O-])cc1 (centres undefined)	9%
CN(Cc1cccs1)C(=O)CCc1c[nH]c2ccccc12	-3%
Cc1ccc(Cc2cc(C)n[nH]c2=O)cc1	-3%[57.5 µM]
COc1cccc2[nH]c3c(=O)n(CCCN4CCOCC4)cnc3c12	-1%[57.5 µM]
COc1ccc(Nc2cc(C(=O)NCc3cccnc3)c3ccccc3n2)c(OC)c1	-3%

# By substructure: those above containing a CF3 group.
SMILES	ERK EGF block
COC(=O)c1c(C)nn(-c2ccc(OC(F)(F)F)cc2)c1-c1snnc1C	?
COC(=O)C(O)(CC(=O)Nc1ccc(Cl)cc1Cl)C(F)(F)F (centres undefined)	-7%
O=C(NC(=O)c1cc(OCC(F)(F)F)ccc1OCC(F)(F)F)Nc1ccccc1	0%[57.5 µM]

# Some of these compounds in order of formula weight, rising:
SMILES	ERK EGF block
CCNC(=S)NNC(=O)c1cc(-c2cccnc2)nc2ccccc12	-9%
COc1cc(OC)cc(C(=O)N[C@H](C(=O)Nc2nc3ccccc3[nH]2)C(C)C)c1	-1%
COc1cc(O)c(C(CC(=O)N2CCOCC2)c2cc(OC)c(OC)c(OC)c2)c(OC)c1 (centres undefined)	1%[57.5 µM]

# (continued)
SMILES	ERK EGF block
C/C(=N/N=C1\SCC(=O)N1c1ccccc1)c1ccc(C)cc1	3%[57.5 µM]
CC(=O)Nc1ccc(NC(=O)C(C)n2c3ccccc3c3nc(=O)cc(C)n32)cc1 (centres undefined)	-1%
O=C(COC(=O)c1ccc(Cl)c(S(=O)(=O)N2CCc3ccccc3C2)c1)Nc1ncc(Cl)cc1Cl	1%
O=C(c1cc(C(F)(F)F)cc(C(F)(F)F)c1)N1CCC[C@@]2(CCN(c3ncccn3)C2)C1	1%
Cc1ccc(/C=N/n2c(-c3ccncc3)n[nH]c2=S)s1	-2%[57.5 µM]
O=C(O)C#Cc1cccc2ccccc12	-1%[57.5 µM]
COCCNC(=O)c1onc(CSc2cc(C)cc(C)c2)c1C(=O)NCCOC	8%[57.5 µM]
CC(C)(C)Nc1nc(OCC#N)nc(N2CCCCC2)n1	3%
CC(C)(C)NC(=O)NCc1ccco1	5%[57.5 µM]

# Source: PubChem BioAssay (National Center for Advancing Translational Sciences (NCATS))

# Some of the compounds tested; the hit share may differ from the screen's.
